GLS inhibitor = inhibitors of human glutaminase (GLS) | Potency, µM (highest dose often 45.5 µM), inactives show at the highest dose activity change, negative = inhibition, usual class: inhibitors | GLS enzymatic activity, qHTS titration | AID 624170 | 0.21% of 410,000 active; also: potency is read from the fitted curve at half-maximal effect; % is scaled to controls: 0 for no effect and ±100 for the full control effect
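Coupled fluorescence readout: glutamate oxidase/HRP/Amplex Red detect glutamate formed by hKGA from L-glutamine (1 mM solution added). Buffer 45 mM KH2PO4 pH 8.2, 0.02% Tween-20; reads at t0 and 30 min RT.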
ERG Ets-DNA blk = inhibitors of human ERG Ets domain-DNA interaction; fluorescence polarization, His-ERG Ets domain / labelled DNA; AID 624246; Potency, µM (doses to about 76.9 µM), without a hit: at the highest dose FP activity, negative = inhibition, usual class: inhibitors; P11308; 0.028% of 370,000 active; active = well fitted inhibition curve with a large enough effect in the polarisation, with a control signal flat; inconclusive = small, poorly fitted or top-dose-only effect, or effect the other way, or a change in a side signal; inactive = no such curve, though single readings can be large or run the other way; the % refers to the polarisation;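 also: polarization taken with two DNA probes labelled with fluorescein and Texas red; potency is read from the fitted curve at half-maximal effect; % of control where 0% means no effect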
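His-tagged ERG Ets domain (1 uM in the protein solution; 300mM KCl, 50mM Tris-HCl, 1mM EDTA, 1mM DTT, pH 7.5) received compound, then a probe mix of 5 nM fluorescein-DNA and 100nM Texas-615-DNA. Fluorescence polarization was read for both dyes.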
PI4K2A block = blocks human PI4K2A kinase activity. Q9BTU6. purified PI4K2A, ADP-Glo luminescence, 1 h; stronger effect = lower value. activity change, negative = inhibition, % at 76.9 µM. 0.13% of 420,000 active; in the data active = activity change below about -50%; inconclusive = mostly about -30% to -49%;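 also: -100% = wells without enzyme as full effect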
Target sequence (Q9BTU6 whole entry, looked up): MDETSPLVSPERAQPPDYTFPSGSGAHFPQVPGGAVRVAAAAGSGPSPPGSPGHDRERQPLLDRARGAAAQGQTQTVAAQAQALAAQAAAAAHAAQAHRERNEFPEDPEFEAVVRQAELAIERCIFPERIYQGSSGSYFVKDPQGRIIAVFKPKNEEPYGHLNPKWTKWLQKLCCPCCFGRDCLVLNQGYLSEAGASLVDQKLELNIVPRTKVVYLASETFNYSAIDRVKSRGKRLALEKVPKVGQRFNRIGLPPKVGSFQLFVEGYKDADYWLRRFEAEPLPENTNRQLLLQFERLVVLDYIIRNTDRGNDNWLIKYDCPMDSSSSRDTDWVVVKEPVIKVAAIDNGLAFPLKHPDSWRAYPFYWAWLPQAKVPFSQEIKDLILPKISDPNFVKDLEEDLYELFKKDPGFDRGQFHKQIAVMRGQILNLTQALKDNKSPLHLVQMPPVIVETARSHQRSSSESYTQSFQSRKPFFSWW
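PI4K2A activity was measured by ADP-Glo luminescence: enzyme (4 ug/mL stock) and phosphatidylinositol (1.2 mM stock) in Tris pH 7.5/MgCl2/EGTA/Triton X-100 buffer were reacted with ATP (300 microM stock) for one hour at ambient temperature.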
HP1b chromo inh = inhibitors of HP1-beta chromodomain binding to methylated histone tails; P83916; AID 540317; AlphaScreen HP1-beta / biotin-H3K9me3 peptide binding; Potency, µM (titrated, usually from 114 µM), for inactives: top-dose activity change, negative = inhibition, hits mostly inhibitors; 0.56% of 390,000 active; also: potency is read from the fitted curve at half-maximal effect; nearly all actives have a fitted effect of over 70% in size; inactives centre near 23
Target sequence (P83916 whole entry, looked up): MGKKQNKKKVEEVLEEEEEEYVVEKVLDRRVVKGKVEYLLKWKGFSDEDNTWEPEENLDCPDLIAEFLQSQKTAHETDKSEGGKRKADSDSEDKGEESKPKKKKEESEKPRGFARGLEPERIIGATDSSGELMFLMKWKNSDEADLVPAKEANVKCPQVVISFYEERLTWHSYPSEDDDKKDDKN
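Compound inhibition of the preformed complex between 50 nM HP1-beta and 50 nM biotinylated H3K9me3 peptide was read by AlphaScreen. Buffer was PBS pH 7.4 with 0.01% Tween-20. Incubations ran 30 min at room temperature, with 10 ug/mL donor/acceptor beads.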
BAZ2B block = inhibitors of human BAZ2B bromodomain; Potency, µM (titrated, usually from 114 µM), for the others: top-dose activity change, negative = inhibition, hits mostly inhibitors; Q9UIF8; AlphaScreen BAZ2B-H3K14Ac peptide displacement; AID 504333; 4.4% of 360,000 active; also: potency is read from the fitted curve at half-maximal effect; % is scaled to controls: 0 for no effect and ±100 for the full control effect; nearly all actives have a fitted effect of over 60% in size
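Protein-peptide AlphaScreen: BAZ2B 50 nM, b-H3K14Ac 50 nM, 1x PBS pH 7.4 + 0.01% Tween-20. Preincubation 30 min RT; cpd 30 min RT (top 110 uM); beads 20 min RT, light-protected.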
G9a block = G9a (human) methyltransferase inhibition | Q96KQ7 | G9a H3K9 monomethylation, AlphaScreen, 2 h | Potency, µM (titrated, usually from 102 µM), for the others: top-dose activity, negative = inhibition, actives largely listed as inhibitors | 8.8% of 350,000 active; also: potency is read from the fitted curve at half-maximal effect; % is scaled to controls: 0 for no effect and ±100 for the full control effect; nearly all actives have a fitted effect of over 75% in size
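Step 1: enzyme (final 20 nM) with compound, 15 min RT. Step 2: substrate peptide 500 nM and SAM 20 uM, 2 h RT. Step 3: anti-H3K9me1 antibody and AlphaScreen beads, 10 min, then plate read.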
ALOX12 inh = ALOX12 (human) lipoxygenase inhibition; P18054; purified 12hLO, xylenol orange hydroperoxide absorbance; Potency, µM (doses to about 108 µM), inactives show at the highest dose activity change, negative = inhibition, actives largely listed as inhibitors; 1.1% of 580,000 active; AID 1671190; also: potency is read from the fitted curve at half-maximal effect; % is scaled to controls: 0 for no effect and ±100 for the full control effect
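Hydroperoxide product was detected by ferrous iron/xylenol orange as the 573 to 405 nm absorbance ratio. Arachidonic acid at 40 uM (final) was turned over for 30 min at room temperature by 150 nM human 12hLO, pH 7.0 Hepes buffer, after 15 min compound preincubation.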
JMJD2A Tudor inh = JMJD2A Tudor domain (human) inhibition; AID 504339; AlphaScreen JMJD2A-Tudor / H3K4me3 peptide binding; 4.4% of 390,000 active; Potency, µM (doses to about 114 µM), without a hit: at the top dose activity change, negative = inhibition, hits mostly inhibitors; O75164; also: potency is read from the fitted curve at half-maximal effect; % is scaled to controls: 0 for no effect and ±100 for the full control effect; nearly all actives have a fitted effect of over 50% in size
RGS4 inhibitor = blocks human RGS4-accelerated GTP hydrolysis. P49798. Transcreener GDP fluorescence polarization, RGS4-accelerated GTP hydrolysis. Potency, µM (series often up to 114 µM), inactives show at the top dose activity change, negative = inhibition, most hits filed as inhibitors. 0.039% of 390,000 active; also: potency is read from the fitted curve at half-maximal effect; % is scaled to controls: 0 for no effect and ±100 for the full control effect; nearly all actives have a fitted effect of over 75% in size; some results filed as inactive show a strong effect at the top dose
Target sequence (P49798 whole entry, looked up): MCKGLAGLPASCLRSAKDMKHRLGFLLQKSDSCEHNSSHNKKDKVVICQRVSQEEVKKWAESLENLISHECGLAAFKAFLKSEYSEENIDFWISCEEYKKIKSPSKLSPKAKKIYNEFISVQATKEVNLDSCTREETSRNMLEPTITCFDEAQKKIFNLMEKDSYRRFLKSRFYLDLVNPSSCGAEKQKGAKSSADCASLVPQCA
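MLSMR compounds (23 nl, pin-transferred) preincubated 10 min at room temperature with a 500nM (2x) first reagent, then RGS4 at 900nM (2x) plus Transcreener GDP mix added; fluorescence polarization (620/688 nm) read before and after 90 min at 30 °C.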
Numbers without * were called inactive; ? = inconclusive; · = not tested or not shown; & = joins results of further samples; [ ] = dose if it differs, or a comment. Unless noted, calls follow the shape of the dose curve; as a rule, active = well fitted curve in the direction sought with a large enough effect; inconclusive = small, poorly fitted or top-dose-only effect, or another doubt; inactive = no such curve, though single readings can be large; an effect the other way counts as inactive or inconclusive. The list is partial, so the mix of outcomes need not match the whole.

SMILES	GLS inhibitor	ERG Ets-DNA blk	PI4K2A block	HP1b chromo inh	BAZ2B block	G9a block	ALOX12 inh	JMJD2A Tudor inh	RGS4 inhibitor
CCN(CC(=O)Nc1cc(Cl)ccc1C)C(=O)c1ccc(=O)n(Cc2ccccc2)n1	-4%	5%	-3	42%[activator]	-26%	?	0%	-2%	6%
NS(=O)(=O)c1ccc(NC2=CC(c3ccc([N+](=O)[O-])cc3)N(c3ccc(S(N)(=O)=O)cc3)C2=O)cc1 (configuration not stated)	18%	-6%	4	2%	?	22µM*	?	-32%	-27%
COC(=O)C1CCN(S(=O)(=O)c2ccc(N3CCCCS3(=O)=O)cc2)CC1	-15%	1%	-2	21%	-3%	2%[59 µM]	-22%	-4%	6%
Cc1cc(-c2ccc(N3C(=O)CCC3=O)c(C)c2)ccc1N1C(=O)CCC1=O	9%	5%	-15	-1%	24%	18%[59 µM]	-4%	-20%	-5%
CCc1ccc(OCC(=O)O/N=C(\N)c2ccncc2)cc1	4%	-6%	6	59%[activator]	12%	·	12%	5%	-9%
CCCCc1ccc(CC(=O)Nc2cc(S(=O)(=O)N3CCOCC3)ccc2O)cc1	1%	2%	-3	-26%	-35%	?	?	-32%	-78%
CCOc1ccc(CCNC(=O)CSc2nnnn2C)cc1OCC	-5%	1%	5	47%[activator]	1%	-11%	-9%	-3%	23%
CCOC(=O)c1c(NC(=O)CSc2nnc(-c3cccnc3)o2)sc(C)c1C	0%	1%	4	25%	8%	14%[59 µM]	0%	1%	-3%
CCNc1[nH]c(=O)n(C)c(=O)c1N=O	5%	-2%	14	1%	?	-8%[59 µM]	?	2%[11.4 µM]	0%[11.4 µM]
COc1ccccc1Nc1ncc(-c2cccs2)s1	32%[activator]	7%	-17	?	?	?	0%	?	?
O=C(CN(C(=O)c1csnn1)c1ccccc1F)NCc1ccc2c(c1)OCO2	-15%	-20%	2	20%	5%	7%	-29%	4%	-31%
Cc1cccc(N2CCN(C(=O)CSc3ccsc3[N+](=O)[O-])CC2C)c1 (configuration not stated)	9%	-1%	-2	-36%	40µM*	?	-9%	?	-4%
CS(=O)(=O)Nc1ccc(C(=O)NCCC2=CCCCC2)cc1	-1%	-5%	-2	24%	5%	4%[59 µM]	-25%	33%	10%
Cc1ccc(Cn2nnnc2CN2CCC(NC(=O)C(C)(C)C)CC2)cc1	0%	-4%	0	28%	-17%	-4%[12.7 µM]	-21%	-36%	37%
CN(C)C1=NC[C@H](Cc2ccccc2)N1CCc1ccc(F)cc1	0%	13%	-4	33%	7%	17%[2.33 µM]	?	-23%	-2%
N#Cc1c(-c2cccc(Br)c2)cc(-c2cccnc2)nc1N	3%	-3%	-1	55%[activator]	3%	13%[59 µM]	-3%	-9%	-42%
CN(CCc1ccccc1)C(=O)c1ccc(NC(=O)Cc2cccc(NC(=O)C3CCN(C(=O)C4CC4)CC3)c2)cc1	2%	10%	-1	23%	·	·	-14%	-22%	13%
O=C(CCCOc1ccc(Cl)cc1Cl)NCCc1ccccn1	-1%	1%	-2	36%	-8%	20%	-3%	11%	2%
O=C(CN(C1CCCCC1)S(=O)(=O)c1ccccc1)NCc1cccnc1	-2%	1%	0	28%	-2%	-5%[59 µM]	0%	-12%	-25%
Cn1cc2cccc([N+](=O)[O-])c2n1	0%	-2%	4	17%	-10%	21%[12.7 µM]	-8%	-8%	-23%
COc1ccc(Nc2ncc(C(=O)O)c3ccccc23)cc1	1%	5%	6	18%	-7%	9%[2.33 µM]	-1%	-17%	-14%
COc1cc(Cl)c(NS(=O)(=O)c2ccc(-c3ccc(=O)[nH]n3)o2)c(OC)c1	11%	-4%	2	17%	?	·	-1%	-29%	?
Cc1ccccc1N1CC(O)(c2cccs2)[N+]2=C1CCCC2 (configuration not stated)	2%	-3%	-1	7%	2%	1%	6%	-8%	17%
COc1cc(CCC(=O)N2CCN(c3ncccn3)CC2)cc(OC)c1OC	0%	-5%	8	14%	-7%	9%	-10%	-15%	-2%
COCCCNC(=O)C1CCN(C(=O)c2cc3sccc3n2Cc2ccc(Cl)cc2)CC1	-4%	0%	-15	20%	-13%	-9%[59 µM]	-4%	-15%	19%
O=c1c(-c2ccc(O)cc2)coc2cc(OC3OC(CO)C(O)C(O)C3O)ccc12 (configuration not stated)	28%	-12%	-3	52%[activator]	1%	9%	7%	5%	-4%
Cc1ccc(C(C(=O)NC2CCCCC2)N(CC2CCCO2)C(=O)CNC(=O)c2ccco2)cc1 (configuration not stated)	-11%	0%	2	-3%	·	-1%[59 µM]	7%	-4%[11.4 µM]	4%[11.4 µM]
O=C(CSc1nnnn1C1CC1)Nc1cc(S(=O)(=O)N2CCCC2)ccc1Cl	3%	-2%	-1	9%[57 µM]	·	·	1%	-12%	-10%
CC1CCCCC1Nc1ncnc2sccc12 (configuration not stated)	4%	-2%	9	20%	10%	-1%	-7%	1%	19%
CCCCn1c(N)c(N(CC(C)C)C(=O)C2CCN(S(=O)(=O)c3ccc(C)c(C)c3)CC2)c(=O)[nH]c1=O	0%	0%	4	27%	-3%	·	-24%	-15%	-11%
CCc1cc(/C(Cc2cscn2)=N\O)c(O)cc1O	17%	2%	6	22%	-25%	1%[59 µM]	-6%	-19%	-43%
O=C1NCN(c2ccccc2)C12CCN(CCCC(c1ccc(F)cc1)c1ccc(F)cc1)CC2	20%&14%	1%	-4&0&3	-31%	?	10µM*	?	40µM*	23%[56.9 µM]
Cc1ccc2oc(=O)n(CC(=O)N3CCOCC3)c2c1	-2%	2%	-1	55%[activator]	-3%	11%	?	-13%	-24%
Cc1c(C(=O)N2CCN(C/C=C/c3ccccc3)CC2)oc2c(F)cccc12	1%	-15%	-1	-3%	?	5%[2.33 µM]	-11%	-35%	-3%
CCNC(=O)CN(c1ccc(Cl)cc1)S(=O)(=O)c1ccccc1	-1%	8%	-7	30%	6%	-7%[59 µM]	0%	-7%	-20%
O=C(CN(Cc1ccccc1)C(=O)CNS(=O)(=O)c1ccccc1)NCc1ccco1	-6%	-11%	0	-1%	-4%	-11%	-13%	79µM*	-46%
Cc1ccccc1NC(=O)c1cccc(C(=O)Nc2ccccc2C)c1	11%	-5%	-1	13%	·	·	9%	-4%	-5%
O=C(Cc1cccc(NC(=O)C2CCN(C(=O)c3ccccc3)CC2)c1)Nc1cccc(C(=O)N2CCCCC2)c1	0%	5%	2	37%	·	·	-23%	-9%	0%
CCS(=O)(=O)N1Cc2ccccc2CC1C(=O)Nc1nnc(SCc2ccc(C#N)cc2)s1 (configuration not stated)	15%	6%	-11	24%	2%	45µM*	-15%	-18%	-34%
CCOc1ccc(OCCN2CCCCC2)cc1	-3%	·	9	-11%	56µM*	7.9µM*	-22%	10µM*	-16%
COc1ccc(-c2cnc(SCC(=O)Nc3cc(C)on3)n2Cc2ccco2)cc1	26%	-5%	1	?	45µM*	?	23%	50µM*	-39%
CCCCn1c(SCC(=O)c2c(N)n(C3CC3)c(=O)[nH]c2=O)nc2cc(S(N)(=O)=O)ccc21	0%	4%	2	11%	5%	?	?	-17%	-15%
Nc1ccccc1/C=N\N=C/c1ccccc1N	8%	-8%	6	0%	·	·	?	-20%	21%
Cc1oc(-c2cccc(Cl)c2)nc1CN1CCC(C(=O)NCc2ccco2)CC1	1%	3%	-5	-18%	?	?	?	-41%	11%
Cc1ccc(NC(=O)COc2ccccc2C#N)cc1S(=O)(=O)N1CCCCCC1	-1%	2%	-3	19%	10%	-14%[59 µM]	193%[activator]	-21%	-2%
COc1ccc(OC)c(NC(=O)C2CCN(C(=O)C3CC(=O)N(c4ccc(C)cc4)C3)CC2)c1 (configuration not stated)	-9%	-6%	13	10%	-22%	?	-7%	8%	-18%
COc1ccc(-c2nc(CN3CCN(Cc4cccc(Cl)c4)CC3)c(C)o2)cc1	3%	3%	-1	9%	?	21%[0.501 µM]	-4%	?	-18%
CCCN(CCC)S(=O)(=O)c1ccc(C(=O)Nc2nnc(CSC)o2)cc1	-1%	-4%	2	-9%	?	-31%	-9%	50µM*	-48%
Cn1c(=O)c2c(nc(CN3CCOCC3)n2CC(=O)c2ccccc2)n(C)c1=O	-3%	8%	-5	34%	·	·	18%	19%	-12%
Cc1ccc(C(=O)OCC(=O)Nc2cccc(Cl)c2C)c(O)c1	5%	-8%	13	41%[activator]	-3%	-2%	-13%	-14%	14%
O=C(O)c1ccc(CNCc2ccccc2Cl)s1	2%	-5%	-3	33%	2%	-4%[59 µM]	-21%	-8%	7%
O=C1CCN(Cc2ccco2)C(=S)N1	0%	3%	-4	-1%	·	·	-24%	-20%	8%
Cc1cccn2c(CNCC3(c4ccccc4)CCCC3)c(C(=O)N3CCOCC3)nc12	2%	4%	-1	-21%	-1%	·	1%	-11%	8%
C=CCNC(=O)C(=O)c1cccn1-c1ccsc1C(=O)OC	-7%	6%	2	31%	8%	9%	0%	-10%	-14%
O=C(CCCN1C(=O)/C(=C/c2ccc3c(c2)OCO3)SC1=S)Nc1ccc(C(=O)O)cc1	9%	21%	-3	-2%	-18%	28%	14µM*	?	17%

Screening results from PubChem.
